Compound activity (PubChem BioAssay)
TROY signal inh: inhibitors of TROY-driven NF-kB signaling, primary screen, Q293 LMP1-TROYcd cells, NF-kB luciferase, uHTS; 360,000 tested, 0.98% active; Q293 LMP1-TROYcd NF-kB luciferase reporter, 4 h; AID 1347056, 2019; inhibition, % at 10 µM;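 active = compounds whose plate-normalised and pattern-corrected inhibition of the luciferase reporter signal at the single screening dose is 50% or more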
NR2E3 ag-1: NR2E3 agonists in two-hybrid cells, primary screen, cell-based, luminescence, CHO-S, Gal4-NCOR/VP16-NR2E3; AID 602229, 2012; luciferase; inhibition of corepressor binding, % at 3.98 µM; Photoreceptor-specific nuclear receptor (Homo sapiens), Q9Y5X4; 360,000 tested, 0.35% active;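 active = inhibition above the mean of all tested compounds plus 3 SD, cut at about 70% in these data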;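 also: 0% = DMSO with NR2E3 transfected cells and 100% = cells lacking NR2E3 construct; higher means lower luciferase signal from less NR2E3 corepressor binding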
Target sequence (Q9Y5X4 whole entry, looked up, the tested form may be a part): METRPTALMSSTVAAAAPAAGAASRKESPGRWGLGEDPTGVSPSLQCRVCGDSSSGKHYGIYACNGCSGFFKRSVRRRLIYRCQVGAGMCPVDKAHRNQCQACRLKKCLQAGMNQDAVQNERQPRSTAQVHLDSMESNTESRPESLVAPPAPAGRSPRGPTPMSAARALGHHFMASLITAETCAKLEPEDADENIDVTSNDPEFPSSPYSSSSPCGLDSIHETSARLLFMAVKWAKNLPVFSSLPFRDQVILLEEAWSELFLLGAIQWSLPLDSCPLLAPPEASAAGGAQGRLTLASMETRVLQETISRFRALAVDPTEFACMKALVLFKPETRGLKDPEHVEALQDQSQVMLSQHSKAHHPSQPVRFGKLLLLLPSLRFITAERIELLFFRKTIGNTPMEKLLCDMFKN
Peg3 prom inh: Peg3 promoter-driven luciferase inhibitors, primary screen, cell-based, HeLa, luciferase luminescence; HeLa PEG-Prom luciferase reporter, overnight; inhibition, % at 20 µM; 360,000 tested, 1.7% active; AID 588405, 2011;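 active = inhibition of at least 50% at 20 µM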
KKLEB cytotox: cytotoxicity in KKLEB CF airway cells, primary screen, cytotoxicity control for CF NF-kB inhibitor project, cell-based, uHTS, fluorescence assay plates; KKLEB CF airway cells viability, ATPlite luminescence, overnight; hits give low values; cells stimulated with P. aeruginosa culture filtrate; activity change (cytotoxicity), % at 5 µM; 360,000 tested, 0.36% active; AID 602141, 2011;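 active = corrected activity change at or below -50% at 5 µM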
TWEAK-Fn14 inh: inhibitors of TWEAK-Fn14 signaling, primary screen, luciferase reporter cells, uHTS. TWEAK-stimulated Fn14 reporter cells, luciferase luminescence, 8 h. inhibition, % at 10 µM. 360,000 tested, 2% active. AID 1159606, 2016; in the data active = inhibition above about 50%
MITF TRPM1 inh: inhibitors of MITF-dependent TRPM1 promoter reporter, primary screen, cell-based, SK-MEL-5, single point, luciferase. SK-MEL-5 TRPM1 promoter luciferase, 24 h. inhibition, % at 12.5 µM. 330,000 tested, 0.83% active. AID 488899, 2010;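 active = mean inhibition across replicates of 60% or more, whatever share of single replicates reaches that level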; also: values of inactives mirror those of a sister screen read the other way
NR2E3 ag-2: inhibitors of NR2E3-RetCOR corepressor binding, primary screen, NR2E3 agonist project, biochemical, TR-FRET, GST-NR2E3, biotin-RetCOR; AID 2300, 2010; 1536-well; Photoreceptor-specific nuclear receptor (Homo sapiens), Q9Y5X4; inhibition of corepressor binding, % at 4.78 µM; 320,000 tested, 0.12% active;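 active = percent inhibition above the cutoff of mean plus 3 SD of all tested compounds, set per screening campaign, cut at about 20% in these data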;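 also: 0% = DMSO wells and 100% = biotin wells as full block of FRET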
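Test system: GST-NR2E3 and biotin-RetCOR proteins | Quantity: 1.35 nM GST-tagged NR2E3 final | Medium: Tris pH 7.5 | Also added: 7 nM biotin-RetCOR | Dosing: Compound at 4.8 µM, single dose | Timing: 5 h at 4 °C | Detection: Time-resolved FRET | Read-out basis: Percent inhibition | Benchmarks: Biotin wells as high control, 0.6% DMSO wells as low control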
HIF-2a inh: HIF-2a reporter inhibitors, primary screen, luminescence, 786-0 RCC cells | inhibition, % at 18.8 µM | AID 624352, 2012 | 360,000 tested, 0.72% active | 786-0 RCC cells HIF-2a reporter, luciferase luminescence, overnight;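 active = inhibition of the luminescence signal of 40% or more relative to plate controls, in a single-dose primary screen at 18.75 µM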
CF NFkB block: inhibitors of PAF-induced NF-kB signaling, primary screen, cell-based, GFP fluorescence, uHTS. inhibition, % at 5 µM. KKLEB NF-kB-GFP reporter, GFP fluorescence overnight. AID 588850, 2011. 360,000 tested, 0.86% active;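 active = at least 50% inhibition at 5 µM, scaled per plate between neutral and stimulator controls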;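 also: PAF is a Pseudomonas aeruginosa culture filtrate used as stimulus; plate controls were PAF-stimulated DMSO wells for no effect and unstimulated DMSO wells for full effect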
TRAIL sens C8: viability loss with TRAIL in NB7+C8 cells, primary screen, TRAIL sensitizer project, cell-based, ATPlite luminescence. inhibition (viability loss, TRAIL sensitization), % at 10 µM. 360,000 tested, 1% active;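 active = compounds causing at least 50% loss of cell viability in the single-dose screen, relative to plate controls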
Shn3 3UTR inh: reduction of Shn3 3'UTR firefly luciferase signal, primary screen, Schnurri-3 inhibitor project, cell-based, Clone20 osteoblasts, set 2 | Clone20 osteoblast Shn3 3'UTR firefly luciferase, 24 h | inhibition, % at 12.5 µM | 360,000 tested, 0.52% active | AID 588674, 2011;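 active = mean inhibition of at least 75% with every replicate also reaching 75%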;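 also: 0% = median of neutral control wells and 100% = pilot-screen positive control compound; some compounds past the cut are filed as inactive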
The depositor's hits bear a star; x = no result given. This is a subset, so the mix of outcomes need not match the whole.

SMILES | TROY signal inh | NR2E3 ag-1 | Peg3 prom inh | KKLEB cytotox | TWEAK-Fn14 inh | MITF TRPM1 inh | NR2E3 ag-2 | HIF-2a inh | CF NFkB block | TRAIL sens C8 | Shn3 3UTR inh
CC1(c2cccc(Br)c2)NC(=O)N(CC(=O)NC2CCCCC2)C1=O (stereo unspecified) | -25 | -1 | 2 | -6 | 9 | 0 | 2 | -2 | 9 | 9 | 14
CC(=O)Nc1ccc(S(=O)(=O)NC2(C(F)(F)F)NC(=O)N(c3ccccc3F)C2=O)cc1 (stereo unspecified) | 4 | -16 | 6 | 7 | 1 | 17 | 2 | 18 | -7 | -4 | -23
CCCCCn1c(=O)[nH]c2cc(C(=O)NCCN(CC)CC)ccc2c1=O | -7 | -6 | 11 | 10 | 0 | -6 | 0 | 9 | -11 | 0 | -1
Cc1cccc(NC(=O)CSc2nc3ccccc3c(=O)n2C)c1 | 31 | 19 | 6 | -4 | 43 | 12 | 1 | 6 | 5 | 0 | 62
CCCCn1c(O)c(/C=C/C=C/C=Nc2ccccc2)sc1=S | -9 | -34 | -36 | -1 | -4 | -3 | 3 | -98 | -7 | 5 | -1
CCOc1ccc(S(=O)(=O)NCCOC)cc1C | 17 | -6 | 4 | 1 | -6 | 0 | 1 | -1 | 11 | -16 | -5
COC(=O)[C@H]1C[C@@]2(O)CN(S(=O)(=O)c3ccc(C)cc3)C[C@@]2(OC(=O)NCC2CCCCC2)C[C@H]1C(=O)OC | -39 | -19 | -24 | -19 | -11 | x | x | -47 | 0 | 14 | -19
O=C1N[C@H](Cc2ccccc2)COC(=O)[C@@H](Cc2ccc(F)cc2)CC/C=C/C[C@H]1CC(=O)N(CCO)Cc1ccccc1 | 17 | -2 | 30 | -8 | 26 | 11 | x | 21 | 28 | -2 | 11
COc1ccc(-c2nc(-c3cccs3)no2)cc1 | 58* | -84 | 11 | -18 | 86* | 22 | -2 | 28 | -2 | 63* | 48
COc1cc2[nH]c(=O)c(C(=O)NCCCN3CCOCC3)c(O)c2cc1OC | -27 | 27 | -14 | -6 | -16 | -4 | 1 | 6 | 4 | 4 | -2
Cc1nc2ccccc2n1/C(=N\S(=O)(=O)c1ccccc1)c1ccccc1 | -4 | 0 | 2 | 1 | -8 | -23 | -1 | 11 | 5 | -6 | 17
O=[N+]([O-])c1ccc(/C=N/N2CCN(c3ccncc3S(=O)(=O)N3CCCCC3)CC2)cc1 | 9 | -10 | 20 | -1 | -5 | 10 | 3 | 14 | 6 | 13 | 1
Cc1cccc(C(=O)N2CCC(n3nnc4cc(F)ccc43)CC2)c1 | 2 | -8 | 8 | 8 | -2 | 5 | -1 | 16 | 7 | 4 | -5
O=C(NCc1cccs1)c1cc(-c2ccccc2)nn1CC1CC(c2cccc([N+](=O)[O-])c2)=NO1 (stereo unspecified) | 2 | -30 | 5 | -16 | -1 | -5 | 1 | 9 | -20 | -11 | 38
CC1CC(C)CN(C(=O)COC(=O)CCC(=O)c2cccs2)C1 (stereo unspecified) | -1 | 8 | -3 | 16 | -6 | 8 | x | 12 | -30 | 5 | -6
O=C(C1CCN(S(=O)(=O)c2cccc3cccnc23)CC1)N1CCCC1 | 3 | -10 | -4 | -9 | 3 | -2 | 3 | -2 | 16 | -13 | 0
CC(=O)c1ccccc1OCc1ccc(S(=O)(=O)Cc2ccccc2)cc1 | 33 | 4 | 22 | 8 | 22 | 0 | 1 | -15 | -13 | 8 | 21
COc1ccc(C(=O)NCC(c2ccco2)N(C)C)cc1S(=O)(=O)NCc1ccc(Cl)cc1 (stereo unspecified) | 11 | -4 | 1 | 12 | 4 | x | 3 | 3 | -12 | 14 | 15
COc1ccc(C(=O)C(CCC(CNC(C)(C)C)C(=O)c2ccc(OC)cc2)CNC(C)(C)C)cc1 (stereo unspecified) | 0 | -1 | 105* | -27 | 17 | 95* | -1 | 45* | 42 | 5 | 5
Cc1ccc(NC(=O)COC(=O)c2cccnc2Cl)cc1S(=O)(=O)N1CCCCC1 | 20 | -39 | 1 | -4 | -25 | 5 | 1 | 11 | 28 | 4 | -22
CCn1c(SCC(=O)NC2CCCCC2)nnc1-c1ccco1 | -7 | -24 | -9 | -15 | 15 | -1 | 4 | -6 | 5 | -14 | 3
Cc1c(C(=O)OCC(=O)N(CCC#N)c2ccccc2)oc2c1ccc1ccccc12 | 4 | -11 | 3 | 0 | 22 | 4 | -2 | 9 | -9 | -3 | 21
CCOC(=O)/C=C1\SCC(=O)N1CC(=O)c1ccc[nH]1 | 3 | 4 | 7 | -5 | -2 | -1 | 1 | 9 | 6 | 3 | -7
CCC(C(=O)NCCc1ccccc1OC)n1nc(C)c2c(C)n(-c3ccccc3)nc2c1=O (stereo unspecified) | -9 | 23 | 15 | -17 | -21 | 10 | 1 | 14 | -3 | -6 | -14
Cc1nn(-c2ccccc2)cc1C(c1c(N)[nH]c(=S)[nH]c1=O)c1c(N)[nH]c(=S)[nH]c1=O | -9 | -23 | -3 | 13 | -4 | -7 | 1 | 9 | -33 | -9 | -5
Nc1cc2c(cc1[N+](=O)[O-])OCO2 | -15 | 4 | 5 | 0 | -7 | -8 | 1 | -9 | 0 | -4 | -35
Cc1cc(OCC(=O)Nc2cc(-c3nn4c(C)nnc4s3)ccc2C)ccc1Cl | -10 | -12 | 10 | -10 | -21 | -5 | 1 | -5 | 2 | 12 | 13
O=C(Cc1cccs1)N1CCN=C1SCc1ccc(Br)cc1 | 7 | 5 | 5 | -1 | 3 | -2 | 0 | 3 | 4 | 2 | 3
CN(C(=O)COC(=O)c1cnc(Cl)c(Cl)c1)C1CCCCC1 | 6 | -13 | 50 | -23 | -14 | 35 | x | 13 | -3 | 69* | 9
CCOc1ccc(NC2=NCC(=O)N2CCc2ccccc2)cc1 | -2 | 4 | 2 | 0 | -10 | 16 | 0 | 10 | -6 | -7 | 9
CCCC(c1nnnn1Cc1ccco1)N1CCN(c2ccccc2)CC1 (stereo unspecified) | -20 | -2 | 19 | 6 | -6 | 8 | 2 | 15 | 3 | -7 | 3
COc1ccc(NC(=O)CCC2CCCCC2)cc1S(=O)(=O)N1CCCCC1 | 31 | -8 | 18 | -19 | 44 | 9 | -3 | 16 | 19 | 23 | 40
CCCCn1c(-c2ccncc2)nc2c1c(=O)[nH]c(=O)n2CC(C)C | x | 27 | 20 | 4 | 76* | -3 | 2 | 7 | -3 | -10 | -6
Cc1c(CCC(=O)N[C@@H](C)C(=O)O)c(=O)oc2cc3oc4c(c3cc12)CCCC4 | -11 | -7 | -74 | -2 | 38 | x | 0 | 76* | -1 | -12 | 36
COc1ccccc1CNC(=O)c1ccc(N2CCOCC2)c([N+](=O)[O-])c1 | 12 | -21 | 19 | -22 | -4 | 2 | 3 | -4 | -4 | 3 | 11
CCN(CC)c1ccc(/C=N/N=C(c2ccccc2)c2ccccc2)c(O)c1 | -44 | 13 | -91 | -1 | 6 | -1 | 1 | 7 | 7 | 13 | -11
O=C(Nc1nnc(CCN2CCCCC2)s1)c1cccc(Cl)c1 | 1 | 4 | -9 | 7 | 6 | -14 | 14 | -35 | -8 | 19 | -29
COc1ccc(N(CC(=O)Nc2c(C)n(C)n(-c3ccccc3)c2=O)S(=O)(=O)c2ccc(C)cc2)cc1OC | 12 | -40 | 8 | 0 | 14 | 8 | 0 | 0 | -1 | 21 | -10
Cc1ccc(S(=O)(=O)N2CCCCC2)cc1NS(=O)(=O)c1cccc(C(=O)O)c1 | -10 | 13 | 9 | -20 | 5 | -9 | 2 | 22 | -12 | -1 | 11
COc1ccc(C2=NO[C@@H]3[C@@H]4C[C@@H]([C@H]5C(=O)N(C)C(=O)[C@@H]45)[C@H]23)cc1 | 0 | -3 | 9 | 9 | 6 | -10 | 1 | 14 | -11 | -4 | -2
Cc1ccc(S(=O)(=O)c2c(N)n(NC(=O)C3CC3)c3nc4ccccc4nc23)cc1 | 4 | 4 | 13 | 3 | 8 | 4 | 4 | 24 | 0 | 8 | -12
Cc1ccc(CNC(=O)C(C)OC(=O)c2ccco2)cc1 (stereo unspecified) | 8 | -4 | 1 | -8 | 12 | -3 | -3 | 6 | 3 | -1 | -1
CCOc1ccc(C2c3[nH]c4ccccc4c3C[C@H]3C(=O)N(C4CC4)CC(=O)N23)cc1OC (stereo partly specified) | -9 | -19 | 16 | -8 | 16 | -5 | x | 13 | 18 | -4 | 11
O=C(OCC(=O)c1ccc(Cl)cc1Cl)c1ccccn1 | -15 | -8 | 7 | 0 | 4 | 1 | x | 12 | 3 | -14 | -3
O=C(CCN1C(=O)c2ccccc2S1(=O)=O)N1CCN(c2ccc(F)cc2)CC1 | 16 | -3 | -16 | -27 | -5 | -1 | 0 | 12 | 29 | -12 | 12
CCN(C(=O)COC(=O)c1ccccc1NCCO)C1CCS(=O)(=O)C1 (stereo unspecified) | -29 | -47 | -12 | -2 | -2 | -2 | -3 | 5 | -9 | -12 | -9
COc1ccc(C(=O)OCc2cc(=O)n3c(C)csc3n2)cc1F | -23 | -16 | -227 | -1 | -27 | -103 | -3 | -143 | 18 | 12 | -88
C=C(C)CNC(=S)N/N=C\c1ccc2c(c1)OCO2 | -70 | -31 | -62 | -6 | 4 | 0 | -2 | -137 | 17 | 14 | 7
O=C(C1CCN(S(=O)(=O)c2ccc(Cl)cc2)CC1)N1CCC1 | 18 | -1 | 13 | 3 | 3 | -1 | 2 | 18 | 5 | -3 | -9
COC(=O)C(CCSC)NC(=O)c1cn(-c2ccc(OC)cc2)c(=O)c2ccccc12 (stereo unspecified) | -13 | 7 | -2 | 8 | -7 | 3 | 1 | 11 | -4 | -32 | -16

TWEAK-Fn14 inh, entries above that show a hit
| SMILES | NR2E3 ag-1 | Peg3 prom inh | TWEAK-Fn14 inh | MITF TRPM1 inh | NR2E3 ag-2 | HIF-2a inh | CF NFkB block | Shn3 3UTR inh |
| --- | --- | --- | --- | --- | --- | --- | --- | --- |
| COc1ccc(-c2nc(-c3cccs3)no2)cc1 | -84 | 11 | 86* | 22 | -2 | 28 | -2 | 48 |
| CCCCn1c(-c2ccncc2)nc2c1c(=O)[nH]c(=O)n2CC(C)C | 27 | 20 | 76* | -3 | 2 | 7 | -3 | -6 |
